POLB inh: blocks human DNA polymerase beta activity; P06746; Pol beta primer extension/strand displacement, fluorescence kinetic; Potency, µM (highest dose often 114 µM), inactives show at the highest dose activity change, negative = inhibition, hits mostly inhibitors; 340,000 tested, 1.3% active; further: potency means the concentration at half of the fitted maximal effect; on the % scale 0 is the no-effect control and ±100 the full control effect
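Reaction started by 50 nM substrate onto compound-treated Pol beta (10 nM, 15 min preincubation, room temperature); plates read at 0 min and 10 min. Normalized concentration-effect data fitted by four-parameter Hill equation.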
Pol iota inh: DNA polymerase iota (human) inhibition. Pol iota fluorescent replication assay, 10 min. Q9UNA4. 390,000 tested, 1% active. Potency, µM (top dose mostly 115 µM), inactives show at the top dose activity, negative = inhibition, usual class: inhibitors. AID 588590; further: potency means the concentration at half of the fitted maximal effect
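Fluorescent replication assay read twice, at 0 min and 10 min after adding 50 nM (final) substrate. Enzyme (10 nM) and compounds were first incubated 15 min at room temperature; enzyme-free buffer wells were negative controls.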
APE1 inh: APE1 (human) endonuclease inhibition; P27695; recombinant APE1, TAMRA/BHQ-2 abasic DNA cleavage fluorescence; Potency, µM (doses to about 65.8 µM), inactives show at the highest dose activity change, negative = inhibition, most hits filed as inhibitors; 350,000 tested, 0.35% active; AID 2517;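 further: potency means the concentration at half of the fitted maximal effect; plate controls were vehicle for no effect and reference inhibitor for full effect; nearly all actives have a fitted effect of over 55% in size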
Target sequence (P27695 whole entry, looked up): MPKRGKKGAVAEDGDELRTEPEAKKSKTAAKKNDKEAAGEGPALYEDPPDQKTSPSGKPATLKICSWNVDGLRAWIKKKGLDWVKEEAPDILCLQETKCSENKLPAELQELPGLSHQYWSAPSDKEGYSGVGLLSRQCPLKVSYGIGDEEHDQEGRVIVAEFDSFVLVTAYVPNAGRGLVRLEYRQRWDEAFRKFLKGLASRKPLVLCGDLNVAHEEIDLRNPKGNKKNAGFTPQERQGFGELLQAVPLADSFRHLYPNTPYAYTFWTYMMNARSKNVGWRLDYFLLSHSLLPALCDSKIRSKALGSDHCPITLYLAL
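Quantitative HTS: incision of a TAMRA/BHQ-2 double-stranded substrate bearing a tetrahydrofuran abasic site by 0.75 nM APE1 raises fluorescence. Substrate 50 nM final, added after 15 min compound preincubation at room temperature; progress as third-minus-first kinetic read difference.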
BLM inh: blocks DNA unwinding by human BLM helicase; recombinant BLM DNA unwinding, fluorescence dequenching; 350,000 tested, 0.2% active; Potency, µM (titrated, usually from 56.1 µM), inactives show at the highest dose activity change, negative = inhibition, most hits filed as inhibitors; P54132;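 further: potency means the concentration at half of the fitted maximal effect; plate controls were vehicle for no effect and no enzyme for full effect; nearly all actives have a fitted effect of over 35% in size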
Pol eta inh: blocks human DNA polymerase eta activity. Q9Y253. recombinant Pol eta, fluorescent DNA replication assay. Potency, µM (titrated, usually from 114 µM), inactives show top-dose activity change, negative = inhibition, hits mostly inhibitors. 390,000 tested, 1.2% active; further: potency means the concentration at half of the fitted maximal effect; on the % scale 0 is the no-effect control and ±100 the full control effect
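Fluorescent replication assay: 50 nM final substrate added after a 15 min room-temperature compound preincubation with 10 nM enzyme. Signal taken at 0 min and again at 10 min.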
RXFP1 antag: antagonists of human relaxin receptor RXFP1 | Q9HBX9 | 350,000 tested, 0.59% active | activity change, negative = inhibition, % at 57.5 µM | AID 1259400 | HEK293-RXFP1, relaxin-stimulated cAMP HTRF, 30 min; stronger effect = lower value;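 active means activity change of -60% or lower, but not beyond a set lower limit; inconclusive means change between -60% and -40%, or beyond the set limit; inactive means change above -40%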; further: on the % scale 0 is the no-effect control and ±100 the full control effect
Apoferritin bind: candidate novel general anesthetic via apoferritin binding. P02791. apoferritin/1-aminoanthracene competitive binding, fluorescence. Potency, µM (titrated, usually from 77.5 µM), for inactives: at the top dose activity change, negative = displacement, usual class: inhibitors. 350,000 tested, 0.074% active; further: potency means the concentration at half of the fitted maximal effect; on the % scale 0 is the no-effect control and ±100 the full control effect; nearly all actives have a fitted effect of over 20% in size
Target sequence (P02791 2-175 limits assumed): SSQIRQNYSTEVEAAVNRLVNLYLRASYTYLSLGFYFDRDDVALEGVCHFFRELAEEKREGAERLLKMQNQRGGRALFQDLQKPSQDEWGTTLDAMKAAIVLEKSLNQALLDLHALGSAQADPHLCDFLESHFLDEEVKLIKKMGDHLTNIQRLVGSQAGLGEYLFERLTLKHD
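Read-out: endpoint 1-AMA fluorescence, excitation 380 nm and emission 535 nm, after compounds sit 10 min at room temperature with 10 uM horse-spleen apoferritin in 50% saturated 1-AMA/PBS. Values come from four-parameter Hill fits.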
POLK inh: DNA polymerase kappa (human) inhibition. AID 588579. purified Pol kappa, fluorescent DNA synthesis assay, 10 min. Q9UBT6. Potency, µM (doses to about 107 µM), for the others: at the highest dose activity, negative = inhibition, most hits filed as inhibitors. 400,000 tested, 0.53% active; further: potency means the concentration at half of the fitted maximal effect; on the % scale 0 is the no-effect control and ±100 the full control effect
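10 nM Pol kappa was preincubated with compounds for 15 min at room temperature. Reaction started with 50 nM (final) substrate. Fluorescence read kinetically at 0 and 10 min.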
Tb PGK inh: inhibitors of T. brucei phosphoglycerate kinase; PGK/GAPDH coupled, Kinase-Glo luminescence, 60 min; Potency, µM (doses to about 57.5 µM), for inactives: at the top dose activity change, negative = inhibition, most hits filed as inhibitors; P07378; 380,000 tested, 0.043% active; further: potency means the concentration at half of the fitted maximal effect; on the % scale 0 is the no-effect control and ±100 the full control effect; nearly all actives have a fitted effect of over 60% in size
Target sequence (P07378 whole entry, looked up): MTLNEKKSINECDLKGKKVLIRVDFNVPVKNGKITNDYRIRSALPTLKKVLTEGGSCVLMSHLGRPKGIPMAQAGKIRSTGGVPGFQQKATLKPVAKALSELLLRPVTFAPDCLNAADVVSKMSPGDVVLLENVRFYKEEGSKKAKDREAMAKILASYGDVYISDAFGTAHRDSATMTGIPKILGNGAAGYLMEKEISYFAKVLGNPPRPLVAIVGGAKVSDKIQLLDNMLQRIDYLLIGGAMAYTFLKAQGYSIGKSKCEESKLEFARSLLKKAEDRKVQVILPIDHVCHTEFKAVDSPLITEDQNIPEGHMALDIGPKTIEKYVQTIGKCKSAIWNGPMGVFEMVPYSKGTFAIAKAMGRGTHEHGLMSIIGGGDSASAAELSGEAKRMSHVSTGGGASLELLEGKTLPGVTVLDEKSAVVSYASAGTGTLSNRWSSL
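Luminescent ATP detection (Kinase-Glo Plus) follows a 60-minute room-temperature incubation, with wells lacking PGK as controls. Buffer: 100 mM TEA (pH 7.6), 5 mM MgCl2, 0.01% Tween-20. Coupling enzyme GAPDH (100 nM final) supplies unstable 1,3-BPG in-well.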
Numbers without * were called inactive; i = inactive; u = inconclusive; x = not tested or not shown; & = joins results of further samples; [ ] = another dose, or the depositor's remark. Unless noted, the call rests on the fitted dose curve; in most records, active means well fitted curve in the direction sought with a large enough effect; inconclusive means small, poorly fitted or top-dose-only effect, or another doubt; inactive means no such curve, though single readings can be large; an effect the other way counts as inactive or inconclusive. A portion of the library (hit frequency here may not be typical).

(1) CC(NC(=O)c1cc2c(=O)n3ccccc3nc2n(C(C)C)c1=N)c1ccccc1 (stereo not drawn)
(2) O=C(Nc1ccccc1)C1=C(c2ccccc2)S(=O)(=O)CCS1(=O)=O
(3) O=C(/C=C\c1ccccc1)Oc1cccc2cccnc12
(4) CC(Cc1cccnc1)NC(=O)c1cc(COc2ccc(F)cc2F)on1 (stereo not drawn)
(5) COc1ccc(NC(=O)COc2ccccc2C#N)c(S(=O)(=O)N2CCCCC2)c1
(6) Cc1ccccc1OCc1nnc(SCc2cc(=O)c3cc(F)ccc3[nH]2)n1C
(7) N#CNC(=Nc1cccc(F)c1)SCc1cccc(F)c1
(8) Oc1ccc(Br)cc1-c1nc2cnccn2c1NC1CCCC1

screen / no.	1	2	3	4	5	6	7	8
POLB inh	3%	-5%	27%	1%	5%	4%	u	-5%
Pol iota inh	6%	u	u	5%	5%	0%	u	-11%
APE1 inh	x	-1%	-2%	9%	11%	x	u	-5%
BLM inh	5%	1%	-1%	0%	-4%	-2%	-9%	-10%
Pol eta inh	-1%	-19%	-14%	-8%	-7%	-9%	-2%	-20%
RXFP1 antag	-3	u	-3	-1	3	-9	-11	5
Apoferritin bind	80%[activator]	-7%	-16%	-16%	-16%	-7%	-6%	89%[activator]
POLK inh	-21%	-2%	-4%	0%	-21%	-10%[60.1 µM]	-34%	-12%
Tb PGK inh	i	-4%	-10%	-10%	-4%	0%	-15%	5%

Full records, looked up by structure. Order of values: POLB inh | Pol iota inh | APE1 inh | BLM inh | Pol eta inh | RXFP1 antag | Apoferritin bind | POLK inh | Tb PGK inh
`O=C(Nc1ccccc1)C1=C(c2ccccc2)S(=O)(=O)CCS1(=O)=O` is listed with -5% | u | -1% | 1% | -19% | u | -7% | -2% | -4%
`CC(NC(=O)c1cc2c(=O)n3ccccc3nc2n(C(C)C)c1=N)c1ccccc1` (stereo not drawn) is listed with 3% | 6% | x | 5% | -1% | -3 | 80%[activator] | -21% | i
`CC(Cc1cccnc1)NC(=O)c1cc(COc2ccc(F)cc2F)on1` (stereo not drawn) is listed with 1% | 5% | 9% | 0% | -8% | -1 | -16% | 0% | -10%

The list continues:
(9) Cc1cc(C)n(CC(=O)c2cccc([N+](=O)[O-])c2)n1
(10) Cc1nc(SCC(=O)Nc2ccc3[nH]c(=O)[nH]c3c2)nc(C)c1C
(11) CCCc1oc(C(=O)O)cc1CN
(12) O=C(COc1ccc(S(=O)(=O)N2CCCC2)cc1)Nc1ccc(F)cc1
(13) COC(=O)c1ccc(OCC(O)CN2CCN(CC(O)COc3ccc(C(=O)OC)cc3)CC2)cc1 (stereo not drawn)
(14) CN(Cc1cccs1)C(=O)c1cc(S(=O)(=O)N2CCOCC2)ccc1N1CCCC1
(15) COc1ccc(-c2nnc(SCC(=O)c3ccc([N+](=O)[O-])cc3)o2)cc1OC
(16) CCCN(Cc1nnc(-c2cccs2)o1)C(=O)c1cc(S(=O)(=O)N2CCOCC2)ccc1C

screen / no.	9	10	11	12	13	14	15	16
POLB inh	43%	x	-8%	-1%	4%	x	0%	x
Pol iota inh	-4%	47%[activator]	-19%	66%[activator]	-23%	-5%	44%[activator]	45%[activator]
APE1 inh	-7%	3%	-11%	19%	5%	9%	x	37%
BLM inh	-1%	x	0%	-7%	4%	x	-2%	x
Pol eta inh	-13%	-9%	-4%	-21%	-8%	-9%	-20%	-3%
RXFP1 antag	13	-8	-10	-2	10	-1	x	-3
Apoferritin bind	-19%	x	-6%	2%	-6%	x	-12%	x
POLK inh	12%	-12%	7%[60.1 µM]	3%	4%	-1%	7%	-9%
Tb PGK inh	-2%	-6%	i	-1%	-7%	1%	5%	-1%

(17) CC(O/N=C/c1ccccc1OC(F)F)C(=O)Nc1cccc(S(=O)(=O)N2CCOCC2)c1 (stereo not drawn)
(18) CC(NC(=O)CSc1n[nH]c(-c2ccccc2)n1)c1nc2ccccc2n1C (stereo not drawn)
(19) Cc1ccccc1NC(=O)CCS(=O)(=O)c1ccc(Br)cc1
(20) Cc1ccc2c(CC(=O)N3CCN(c4cccc(Cl)c4)CC3)coc2c1
(21) Cc1cc(C)cc(NS(=O)(=O)c2cc(Br)cnc2N)c1
(22) COc1ccc(N2CCN(C(=O)C(=O)c3cn(CC(=O)N4CCCCCC4)c4ccccc34)CC2)cc1
(23) CC1CCCN(C(=S)SCC(=O)c2cc(Br)cc(Br)c2O)C1 (stereo not drawn)
(24) O=C(CCCn1c(=O)c2sccc2n(Cc2ccc(F)cc2Cl)c1=O)NCc1ccc2c(c1)OCO2

screen / no.	17	18	19	20	21	22	23	24
POLB inh	-13%	-1%	u	1%	23%	-6%	16µM*	21%
Pol iota inh	-14%	11%	-10%	u	2%	22%	22µM*	17%
APE1 inh	-4%	x	-11%	x	-13%	3%	-7%	x
BLM inh	-9%	3%	-1%	-8%	-6%	-7%	-8%	-3%
Pol eta inh	-21%	-19%	-10%	-25%	-15%	-9%	-17%	-17%
RXFP1 antag	-3	-2	0	u	7	7	u	1
Apoferritin bind	-13%	-7%	3%	-2%	-16%	u	u	-9%
POLK inh	-11%	-12%[60.1 µM]	-20%	-11%	-3%	-6%	25µM*	-7%
Tb PGK inh	2%	2%	-9%	-1%	8%	-3%	i	i

(25) O=C(O)/C=C/c1ccc(S(=O)(=O)N2CCN(CCN3C(=O)C4C5C=CC(C5)C4C3=O)CC2)cc1 (stereo not drawn)
(26) Cc1ccc(SCC(=O)Nc2cc(S(=O)(=O)N3CCCCC3)ccc2C)cc1
(27) Cc1ccc(C)c(NC(=O)CN(C)C(=O)c2cccc(S(=O)(=O)N(C)C)c2)c1
(28) Cc1ccc2nc(NC(=O)c3cc(=O)c4cc(Cl)ccc4o3)sc2c1
(29) Cc1nn(C)c2ncc(C(N)=O)c(Oc3cccnc3)c12
(30) CN1C2CCC1CC(N(CCc1ccccc1)C(=O)c1ccc(Cl)cc1)C2 (stereo not drawn)
(31) CC(C)CCNC(=O)NC(=O)CSc1nnc(COc2ccccc2Cl)o1
(32) CNC(=O)[C@H](Cc1c[nH]c2ccccc12)NC(=O)[C@@H](CC(=O)NO)CC(C)C

screen / no.	25	26	27	28	29	30	31	32
POLB inh	3%	x	9%	-9%	26%	8%	-3%	x
Pol iota inh	9%	47%[activator]	41%[activator]	4%	-12%	-1%	0%	x
APE1 inh	-2%	-6%	-4%	x	15%	27%	-5%	5%
BLM inh	0%	x	-1%	-5%	-5%	-1%	-3%	4%
Pol eta inh	-4%	-29%	-6%	-6%	-5%	-13%	2%	x
RXFP1 antag	-3	5	-31	6	-20	-5	2	x
Apoferritin bind	4%	x	3%	0%	6%	-1%	-14%	-4%
POLK inh	0%	-9%	-3%	-12%	-15%	3%	-5%	3%&0%[19.4 µM]
Tb PGK inh	0%	19%	-5%	-11%	-5%	-8%	-4%	x

(33) CSc1nc2ccc(Cl)cc2[nH]1
(34) CCOc1ccc(CNC(=O)CCCn2nc(C)c3sc4ccccc4c3c2=O)cc1
(35) Cc1cccc(NC(=S)N(CCCN2CCOCC2)Cc2ccco2)c1
(36) C#CCOCCOCCOCCNc1nc(N2CCN(C(=O)[C@H]([C@@H](C)CC)n3cc(CCCN=C(N)N)nn3)CC2)nc(N2CCN(C(=O)[C@H](Cc3ccc(O)cc3)n3cc(CCO)nn3)CC2)n1
(37) Cc1ccc(NC(=O)CSc2ncn(-c3ccccc3)n2)cc1C
(38) CN1/C(=C\C(=O)COC(=O)CNC(=O)c2ccccc2F)C(C)(C)c2ccccc21
(39) CCc1cc(C(=O)N2CCN(C(=O)c3ccccc3)CC2)sc1C
(40) Cc1ccc(Cc2nc3ccccc3nc2SCC(=O)Nc2ccc3c(c2)OCO3)cc1

screen / no.	33	34	35	36	37	38	39	40
POLB inh	-14%	-25%	0%	-5%	-3%	30%	x	0%
Pol iota inh	2%	89µM*	74%[activator]	-28%	8%	35%[activator]	13%	20%
APE1 inh	-6%	x	3%	4%	12%	-4%	27%	x
BLM inh	6%	-6%	0%	-3%	3%	-1%	x	-1%
Pol eta inh	-4%	-2%	-16%	0%	-10%	-10%	-6%	-7%
RXFP1 antag	4	-16	-8	x	2	-37	-19	x
Apoferritin bind	1%	54%[activator]	u	6%	-11%	-12%	x	-10%
POLK inh	1%	-27%	0%	7%	-22%	-4%	-3%	-4%[60.1 µM]
Tb PGK inh	-9%	-9%	4%	i	-4%	i	-7%	7%

(41) CS(=O)(=O)c1ccc(Cl)c(NC(=O)C2CC(=O)N(Cc3ccccc3)C2)c1 (stereo not drawn)
(42) COC(=O)C(CCCCNC(=O)c1ccc([N+](=O)[O-])cc1)NC(=O)c1ccc([N+](=O)[O-])cc1 (stereo not drawn)
(43) O=C1[C@@H]2C(c3cccnc3)=NO[C@@H]2C(=O)N1c1ccc(Cl)cc1Cl
(44) O=C(NCc1ccccc1)C1=C[C@@H](c2ccc(C(F)(F)F)cc2)C[C@@H](OCCCCO)O1
(45) CCN(CC)CCCN(Cc1cc2cc3c(cc2[nH]c1=O)OCO3)C(=S)NCCOC
(46) O=C(CC1CC2CCC1C2)Nc1nc(-c2ccccn2)cs1 (stereo not drawn)
(47) COc1cc(C2c3[nH]c4ccccc4c3CC3COC(=O)N32)cc(OC)c1O (stereo not drawn)

screen / no.	41	42	43	44	45	46	47
POLB inh	u	19%	-12%	x	-6%	4%	x
Pol iota inh	13%	40%[activator]	20%	2%	32%[activator]	146%[activator]	6%
APE1 inh	-7%	-2%	6%	x	15%	-5%	x
BLM inh	-3%	0%	-2%	x	3%	-5%	x
Pol eta inh	12%	-5%	-19%	-9%	-11%	-11%	-17%
RXFP1 antag	-12	-3	0	x	0	-5	-6
Apoferritin bind	-3%	0%	-1%	x	-5%	-19%	x
POLK inh	5%	-6%	-6%	0%	15%	-1%	-7%
Tb PGK inh	-9%	-4%	1%	-2%	i	-5%	-5%
